MCF10A rerep: A quantitative high throughput screen for small molecules that induce DNA re-replication in MCF 10a normal breast cells. Potency, µM (series often up to 46.1 µM), inactives show top-dose activity, positive = re-replication, actives largely listed as activators. AID 624296, 2012. MCF 10A DNA re-replication, Hoechst nuclear intensity, 48 h. actives 2.9% (n = 350,000); further: potency means the concentration at half of the fitted maximal effect; % of control where 0% means no effect; nearly all actives have a fitted effect of over 50% in size
HT1080NT lethal: qHTS for induction of synthetic lethality in tumor cells producing 2HG: qHTS for the HT-1080-NT fibrosarcoma cell line. HT-1080-NT fibrosarcoma viability, CellTiter-Glo ATP luminescence, 48 h. Potency, µM (top dose mostly 46.1 µM), for inactives: at the top dose activity, negative = less viability, usual class: cytotoxic. actives 1.6% (n = 360,000). AID 686970, 2013;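 further: NT is the 2HG producing partner of a matched IDH1 knockdown line; potency means the concentration at half of the fitted maximal effect; 0% = DMSO-treated cells and -100% = media-only wells without cells; nearly all actives have a fitted effect of over 55% in size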
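Viability by CellTiter-Glo luminescence after 48 h compound exposure at 37C of HT-1080-NT cells (750/well, RPMI, 5% FBS). % activity scaled between DMSO wells and medium-only wells, then curve-fitted and categorized by curve class.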
HT1080 IDH1KD tx: qHTS for induction of synthetic lethality in tumor cells producing 2HG: qHTS for the HT-1080-IDH1KD cell line; AID 686971, 2013; actives 2% (n = 360,000); HT-1080 IDH1 knockdown viability, ATP luminescence, 48 h; Potency, µM (doses to about 46.1 µM), inactives show at the highest dose activity, negative = toxicity, most hits filed as cytotoxic;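 further: potency means the concentration at half of the fitted maximal effect; 0% = DMSO wells and -100% = cell-free medium wells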
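After a 2 h attachment period, IDH1KD HT-1080 cells took pin-transferred compound for 48 h at 37 °C; ATP-based luminescence after 10 min room-temperature reagent incubation reported viability.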
KB-3-1 cytotox: qHTS assay for MDR1-selective chemotherapeutics: Primary screen using the parental adenocarcinoma cell KB-3-1 | Potency, µM (series often up to 46.1 µM), inactives show top-dose activity change, negative = cytotoxic, hits mostly cytotoxic | AID 1347075, 2019 | KB-3-1 viability, CellTiter-Glo ATP luminescence, 72 h | actives 1.4% (n = 400,000); further: potency means the concentration at half of the fitted maximal effect; on the % scale 0 is the no-effect control and ±100 the full control effect; nearly all actives have a fitted effect of over 60% in size
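Luminescent ATP read-out (CellTiter-Glo) measures survival of drug-naive KB-3-1 cells after 72 h compound exposure at 37 °C. Titration series was screened from lowest to highest concentration, with DMSO vehicle plates as background controls.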
D3 ag: qHTS of D3 Dopamine Receptor Agonist: qHTS | max activation, % | D(3) dopamine receptor (Homo sapiens), P35462 | D3R DiscoveRx beta-arrestin cells, luminescence, 90 min | AID 652048, 2013 | actives 0.58% (n = 410,000); in the data active means max activation above about 30%; further: 0% is about no effect; mostly tested at two doses, the higher about 12 µM
Target sequence (P35462 whole entry, looked up): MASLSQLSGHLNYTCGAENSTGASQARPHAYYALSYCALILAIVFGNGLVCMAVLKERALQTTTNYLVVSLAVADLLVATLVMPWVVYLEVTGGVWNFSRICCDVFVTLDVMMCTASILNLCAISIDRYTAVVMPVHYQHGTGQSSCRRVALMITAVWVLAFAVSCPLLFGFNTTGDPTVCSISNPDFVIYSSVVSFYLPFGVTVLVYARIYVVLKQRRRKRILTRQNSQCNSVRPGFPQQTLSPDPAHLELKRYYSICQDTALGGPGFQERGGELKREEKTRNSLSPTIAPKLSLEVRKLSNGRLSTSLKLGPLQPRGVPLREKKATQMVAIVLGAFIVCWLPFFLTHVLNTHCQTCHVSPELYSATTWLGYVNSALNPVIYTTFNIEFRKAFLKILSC
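Agonist mode: compounds and dopamine controls were applied to plated cells for 90 min at 37 degrees C after an overnight attachment at 1500 cells/well. Luminescent read-out followed 30 - 60 minutes at room temperature with DiscoveRx detection reagent.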
KB-V1 cytotox: qHTS assay for MDR1-selective chemotherapeutics: Primary screen using the drug-selected MDR subline cells KB-V1; KB-V1 MDR cells viability, CellTiter-Glo, 72 h; actives 3.4% (n = 400,000); Potency, µM (top dose mostly 46.1 µM), for inactives: top-dose activity change, negative = cytotoxicity, hits mostly cytotoxic; further: potency means the concentration at half of the fitted maximal effect; on the % scale 0 is the no-effect control and ±100 the full control effect; nearly all actives have a fitted effect of over 60% in size
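Cells of the MDR subline KB-V1 are plated, dosed with compound at multiple concentrations, and incubated 72 h at 37 degrees C; CellTiter-Glo is then added and luminescence read after 10 min.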
GLP1R cytotox: qHTS of GLP-1 Receptor Inverse Agonists: Cytotox Screen; AID 624418, 2012; actives 0.13% (n = 410,000); Potency, µM (series often up to 38.3 µM), inactives show at the highest dose activity change, negative = inhibition, most hits filed as inhibitors; HEK293 cAMP-luciferase reporter cells, luminescence, 24 h;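 further: loss of luciferase light is scored as toxicity; potency means the concentration at half of the fitted maximal effect; on the % scale 0 is the no-effect control and ±100 the full control effect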
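Here, cytotoxicity is scored as loss of luminescence. The MLSMR collection was tested on cells seeded in medium containing 10% Nu serum, with a 24 hr compound exposure preceded by 12 hours of culture.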
SW480 rereplic: A quantitative high throughput screen for small molecules that induce DNA re-replication in SW480 colon adenocarcinoma cells; SW480 DNA re-replication, Hoechst DNA content imaging, 48 h; Potency, µM (highest dose often 46.1 µM), for inactives: top-dose re-replication activation, most hits filed as activators; actives 1.8% (n = 340,000); AID 624297, 2012; further: potency means the concentration at half of the fitted maximal effect; % of control where 0% means no effect; nearly all actives have a fitted effect of over 55% in size
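250 cells/well; 23 nL cpd via pin tool; 48 hr, 37 C, 5% CO2; Hoechst 40 min; imager read of total nuclear intensity, ex 405/em 500-530 nm.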
IL-1B inflam inh: qHTS for Inhibitors of Inflammasome Signaling: IL-1-beta AlphaLISA Primary Screen; activity change, % at 57.5 µM; actives 4.7% (n = 360,000); AID 743279, 2014; THP-1 LPS/ATP IL-1B secretion, AlphaLISA, 16 h; hits give low values; in the data active means activity change below about -50%; inconclusive means mostly about -30% to -49%; further: on the % scale 0 is the no-effect control and ±100 the full control effect
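THP-1 cells pretreated 1 hr with compounds (up to 57.5 uM final), then stimulated with LPS (250 ng/mL final) plus ATP (1.25 mM final); secreted IL-1B measured by AlphaLISA after 16 hr, decreased signal indicating inhibition.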
Starred values were filed as active, the others as inactive; ? = inconclusive; . = no result given; [ ] = remark or other dose. Unless noted, the call rests on the fitted dose curve; in most records, active means well fitted curve in the direction sought with a large enough effect; inconclusive means small, poorly fitted or top-dose-only effect, or another doubt; inactive means no such curve, though single readings can be large; an effect the other way counts as inactive or inconclusive. The order is random. Share with any hit: about 11%.

SMILES	MCF10A rerep	HT1080NT lethal	HT1080 IDH1KD tx	KB-3-1 cytotox	D3 ag	KB-V1 cytotox	GLP1R cytotox	SW480 rereplic	IL-1B inflam inh
CC(NC(=O)C1CCCN(S(=O)(=O)c2cccc3nonc23)C1)c1ccccc1 (stereo not drawn)	?	6%	1%	10%	-30	?	17%	?	-7
CC1CC1C(=O)OCC(=O)NCc1ccc(Cl)cc1 (stereo not drawn)	5%	4%	2%	2%	2	0%	5%	-8%	-19
Cc1cc(C(=O)N2CCc3ccccc3C2)no1	4%	?	28%	5%	0	2%	4%	-3%	0
CCN(CC)C(=S)SCC(=O)c1ccc(F)cc1	?	?	?	?	-5	18µM*	?	?	9
O=C(c1cnn(C(=O)c2ccco2)c1)c1ccccc1O	2%	2%	1%	10%	2	-4%	0%	-9%	-2
CCCOc1cc(N(CC)CC)ccc1/C=C(/C#N)c1nc2ccc(C)cc2[nH]1	.	-12%	?	-3%	-9	?	65%[activator]	.	-2
C/C(=N\Nc1nc(C(C)(C)C)cs1)c1ccc(O)cc1	-6%	-6%	-6%	1%	1	0%	-17%	18%	-11
CN(Cc1ccc2c(c1)OCCO2)C(=O)CSc1ncnc2sccc12	7%	-8%	-3%	.	6	.	6%	-3%	-25
O=C(Cc1ccc([N+](=O)[O-])cc1)NC(C(=O)O)C(O)c1cccc([N+](=O)[O-])c1 (stereo not drawn)	1%	12%	9%	17%	-2	28%	11%	2%[9.22 µM]	-6
COc1ccc2c(c1)[nH]c1c(=O)n(N)cnc12	-4%	0%	-12%	5%	3	-5%	13%	-106%[inhibitor]	22
C=CCN(CC=C)S(=O)(=O)c1ccc(C(=O)Nc2sc3c(c2C(N)=O)CCCCC3)cc1	?	-2%	0%	?	2	?	1%[1.53 µM]	9.2µM*	56
COc1cc(CN(C(=O)COc2ccccc2)c2ccccn2)cc(OC)c1OC	.	.	.	1%	4	0%	-8%	.	.
Nc1ccc(C(=O)OCc2csc(-c3ccccc3)n2)cc1[N+](=O)[O-]	11%	10%	13%	8%	11	-2%	4%	-5%	-28
CCC(C)N=C1SCC(C)(/C=N/O)S1 (stereo not drawn)	0%	19%	19%	0%	0	14%	5%	0%	29
CC(=O)Nc1ccc(NC(=S)NC(=O)c2cc3ccccc3o2)cc1	3%	23%	18%	8%	-3	12%	5%	-5%	3
COc1ccc(CCNC(=O)c2cccc(S(=O)(=O)N3CCOCC3)c2)cc1OC	-2%	10%	4%	1%	10	9%	6%	5%	3
COC(=O)C1=C(C(=O)OC)[C@@H]2N(Cc3ccccc3)c3ccccc3[C@@]23C[C@@H](C(=O)OC)N(C(=O)c2cccs2)C3=N1	?	?	?	?	1	?	-22%	2%	45
CCCn1c(-c2ccc(OC)cc2)nc2c(=O)n(C)c(=O)[nH]c21	-1%	11%	6%	12%	4	0%	2%	-9%	2
CCCCCn1c(=O)[nH]c2cc(C(=O)Nc3ccc(F)c(F)c3)ccc2c1=O	.	.	.	3%	7	?	5%	.	.
CCOCCc1nn2c(=O)cc(COC(=O)c3ccc(NC(=O)c4ccc(F)cc4)cc3)nc2s1	.	.	.	-7%	-14	9%	32%[activator]	.	.
CCn1c(SCc2ccccc2)nnc1-c1nonc1NC(C)=O	.	.	.	6%	8	-7%	1%	.	.
O=C(OCCN1C(=O)c2ccccc2C1=O)c1ccccc1	6%	26%	25%	1%	0	-2%	11%	-6%	-11
Cc1ccc(NC(=O)CN2C(=O)c3ccccc3S2(=O)=O)c(C)c1	-6%	?	-5%	0%	-2	-1%	-3%	0%	-5
Cc1ccc(C)c(OCCCN2CCNCC2)c1	?	2%	2%	17%	-1	2%	23%	-50%[inhibitor]	-7
CCCCn1c(N)c(N(CCC(C)C)C(=O)C2CSC3(C)CCC(=O)N23)c(=O)[nH]c1=O (stereo not drawn)	0%	-1%	-2%	-3%	1	-3%	-1%	?	-13
CN(C)c1ccc(CNc2nc(-c3ccco3)nn2S(=O)(=O)c2ccc(Cl)cc2)cc1	.	.	.	14%	-5	0%	0%	.	.
Cc1c(C(=O)NCc2ccc3c(c2)cc(C)n3C)cccc1[N+](=O)[O-]	9%	-2%	7%	0%	-11	-19%	-5%	-4%	0
O=C(Nc1ccccc1)c1cnc2ccccc2n1	-3%	2%	9%	6%	2	-3%	-19%	-2%	0
COc1cc2[nH]c(=S)nc(NCc3cccs3)c2cc1OC	-14%	-19%	0%	-13%	-1	-22%	6%	-13%	-6
COc1cc(O)c2c(=O)c3c(O[C@H]4O[C@@H](CO)[C@H](O)[C@@H](O)[C@@H]4O)ccc(O)c3oc2c1	-19%	8%	19%	6%	-16	?	-8%	-15%[9.22 µM]	0

Eleven structures from above, ordered by formula weight, descending:
SMILES	MCF10A rerep	HT1080NT lethal	HT1080 IDH1KD tx	KB-3-1 cytotox	D3 ag	KB-V1 cytotox	GLP1R cytotox	SW480 rereplic	IL-1B inflam inh
COC(=O)C1=C(C(=O)OC)[C@@H]2N(Cc3ccccc3)c3ccccc3[C@@]23C[C@@H](C(=O)OC)N(C(=O)c2cccs2)C3=N1	?	?	?	?	1	?	-22%	2%	45
CCOCCc1nn2c(=O)cc(COC(=O)c3ccc(NC(=O)c4ccc(F)cc4)cc3)nc2s1	.	.	.	-7%	-14	9%	32%[activator]	.	.
CN(C)c1ccc(CNc2nc(-c3ccco3)nn2S(=O)(=O)c2ccc(Cl)cc2)cc1	.	.	.	14%	-5	0%	0%	.	.
CCCCn1c(N)c(N(CCC(C)C)C(=O)C2CSC3(C)CCC(=O)N23)c(=O)[nH]c1=O (stereo not drawn)	0%	-1%	-2%	-3%	1	-3%	-1%	?	-13
Cc1ccc(NC(=O)CN2C(=O)c3ccccc3S2(=O)=O)c(C)c1	-6%	?	-5%	0%	-2	-1%	-3%	0%	-5
Cc1c(C(=O)NCc2ccc3c(c2)cc(C)n3C)cccc1[N+](=O)[O-]	9%	-2%	7%	0%	-11	-19%	-5%	-4%	0
COc1cc2[nH]c(=S)nc(NCc3cccs3)c2cc1OC	-14%	-19%	0%	-13%	-1	-22%	6%	-13%	-6
CCCn1c(-c2ccc(OC)cc2)nc2c(=O)n(C)c(=O)[nH]c21	-1%	11%	6%	12%	4	0%	2%	-9%	2
O=C(OCCN1C(=O)c2ccccc2C1=O)c1ccccc1	6%	26%	25%	1%	0	-2%	11%	-6%	-11
O=C(Nc1ccccc1)c1cnc2ccccc2n1	-3%	2%	9%	6%	2	-3%	-19%	-2%	0
Cc1ccc(C)c(OCCCN2CCNCC2)c1	?	2%	2%	17%	-1	2%	23%	-50%[inhibitor]	-7

(listing goes on)
SMILES	MCF10A rerep	HT1080NT lethal	HT1080 IDH1KD tx	KB-3-1 cytotox	D3 ag	KB-V1 cytotox	GLP1R cytotox	SW480 rereplic	IL-1B inflam inh
CCOC(=O)CCC(=O)Nc1ccccc1C(N)=O	4%	-1%	3%	-5%	4	0%	5%	8%	0
CCN(Cc1ccccc1)S(=O)(=O)c1ccc(C(=O)N2CCN(c3nc4ccccc4s3)CC2)cc1	?	18%	13%	?	-2	?	-3%	19%	-19
Cc1ccc(NC(=O)C(=O)c2cc(C)n(-c3ccc(F)cc3)c2C)cc1C	.	.	.	-9%	-8	-29%	2%	.	.
COc1ccc(C(=O)N[C@H](C(=O)NCCc2ccc3c(c2)OCCO3)C(C)C)cc1	10%	11%	0%	3%	-2	-1%	-17%	1%	-28
CC(=O)N1CCN(c2c(F)c(F)c(C(F)(F)F)c(F)c2F)CC1	2%	-14%	-7%	-1%	6	?	5%	-2%	12
COc1cccc(NS(=O)(=O)c2ccc(-c3cc(C)no3)s2)c1	.	.	.	0%	-13	-10%	-21%	.	.
COc1ccc(C2=CC(c3ccc(OC)c(OC)c3)n3nnnc3N2)c(OC)c1 (stereo not drawn)	18%	1%	-3%	-42%	3	-9%	.	?	20
CC(C)CN(C)C(=O)CCc1nnc(Cc2cccc(C(F)(F)F)c2)o1	-12%	6%	9%	2%	-3	-5%	-13%	-3%	9
COC(=O)c1cc(C(=O)NCCN2C(=O)S/C(=C\c3cccs3)C2=O)cc([N+](=O)[O-])c1	0%	11%	0%	2%	3	0%	17%	-3%	-12
CCc1ccc2nc(N(CCCN(C)C)C(=O)c3ccc(C(=O)c4ccccc4)cc3)sc2c1	?	?	?	23µM*	0	-73%	?	17%	-61*
CC(=O)c1ccc(NC(=O)CC2Nc3cc(C)c(C)cc3NC2=O)cc1 (stereo not drawn)	.	.	.	13%	3	4%	-6%	.	.
COc1ccc(OC)c(C2C(C#N)=C(N)Oc3cc(C)[nH]c(=O)c32)c1 (stereo not drawn)	-6%	17%	7%	7%	7	-4%	19%	1%	16
CC(Oc1ccc(Cl)cc1Cl)C(=O)NN=C1CCN(C)CC1 (stereo not drawn)	17%	3%	6%	1%	2	-2%	4%	9%	-18
COc1cccc(C(=O)NNC(=O)c2sccc2-n2cccc2)c1	?	6%	10%	-1%	2	0%	1%	-27%	-23
COc1ccccc1CNC(=O)c1cc(-c2cc(Cl)ccc2C)n[nH]1	.	?	?	?	-5	?	-32%	.	-16
COc1ccc(C2CC(=O)NC3=C2C(=O)CCC3)cc1Cl (stereo not drawn)	-14%	10%	-3%	-2%	4	?	15%	-3%	-19
